Screening data: PubChem BioAssay, National Center for Advancing Translational Sciences (NCATS)
IL-1B inflam inh = qHTS for Inhibitors of Inflammasome Signaling: IL-1-beta AlphaLISA Primary Screen | THP-1 LPS/ATP IL-1B secretion, AlphaLISA, 16 h; active compounds read low | activity change, % at 57.5 µM | 4.7% of 360,000 active | AID 743279, 2014; in the data active means activity change below about -50%; inconclusive means mostly about -30% to -49%; further: on the % scale 0 is the no-effect control and ±100 the full control effect
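THP-1 cells pretreated 1 hr with compounds (up to 57.5 uM final), then stimulated with LPS (250 ng/mL final) plus ATP (1.25 mM final); secreted IL-1B measured by AlphaLISA after 16 hr, decreased signal indicating inhibition.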
TGFb inhibitor = qHTS for Inhibitors of TGF-b. HepG2 CAGA-GFP TGF-b/SMAD3 reporter, GFP fluorescence, 18 h; TGF-beta stimulated, 500 pg/mL final. 1.2% of 410,000 active. AID 588855, 2011. Potency, µM (highest dose often 46.1 µM), inactives show top-dose activity, negative = inhibition, most hits filed as inhibitors; further: potency means the concentration at half of the fitted maximal effect; on the % scale 0 is the no-effect control and ±100 the full control effect; nearly all actives have a fitted effect of over 65% in size
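HEPG2 CAGA-GFP reporter cells (1000/well, DMEM with 1% FBS) received compounds, then recombinant TGF-beta at 500 pg/mL final for 18 hours at 37 degrees C. Per-cell GFP summed per well was normalised to unstimulated and stimulated DMSO controls before curve fitting.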
A549 tox = Nrf2 qHTS screen for inhibitors: counterscreen for cytotoxicity | Potency, µM (series often up to 46 µM), for inactives: at the top dose activity change, negative = cytotoxicity, hits mostly inhibitors | 0.16% of 390,000 active | A549 ARE-Fluc cells, CellTiter-Fluor viability, 18-24 h; further: potency means the concentration at half of the fitted maximal effect; on the % scale 0 is the no-effect control and ±100 the full control effect
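A549 ARE-Fluc cells in 5% FBS OPTI-MEM, 5000 cells/well, rested 2 h then exposed to compounds in concentration-response for 18-24 h at 37 °C. Viability by CellTiter-Fluor fluorescence (Ex 405/Em 525) after 30 min; luciferase luminescence (BugLite, 15 min, RT) read afterwards.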
S2 tox = Viability Counterscreen for Primary qHTS for Inhibitors of ATXN expression. Potency, µM (titrated, usually from 56.7 µM), usual class: cytotoxic. S2 cells (HEK-293 line with an ATXN2-luciferase reporter) viability, CellTiter-Fluor protease fluorescence, 24 h. 0.49% of 400,000 active; further: potency means the concentration at half of the fitted maximal effect; nearly all actives have a fitted effect of over 40% in size
MCF10A rerep = A quantitative high throughput screen for small molecules that induce DNA re-replication in MCF 10a normal breast cells; MCF 10A DNA re-replication, Hoechst nuclear intensity, 48 h; Potency, µM (highest dose often 46.1 µM), for the others: at the highest dose activity, positive = re-replication, most hits filed as activators; 2.9% of 350,000 active; AID 624296, 2012; further: potency means the concentration at half of the fitted maximal effect; % of control where 0% means no effect; nearly all actives have a fitted effect of over 50% in size
Nrf2 inh = Nrf2 qHTS screen for inhibitors; A549 ARE-Fluc reporter, luciferase luminescence, 18-24 h; Potency, µM (series often up to 46 µM), for the others: top-dose activity change, negative = inhibition, usual class: inhibitors; 2.1% of 360,000 active; AID 504444, 2011; further: potency means the concentration at half of the fitted maximal effect; on the % scale 0 is the no-effect control and ±100 the full control effect; nearly all actives have a fitted effect of over 60% in size
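Nrf2 activity is the BugLite luminescence, read 15 min after reagent at room temperature, following CellTiter-Fluor cytotoxicity readout (30 min, 37C). Compound titrations were applied for 18-24 h to 5000 A549 ARE_Fluc cells/well in 5% FBS OPTI-MEM.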
ATXN2 expr inh = Primary qHTS for Inhibitors of ATXN expression; HEK-293 ATXN2-luciferase reporter, luminescence, 24 h; Potency, µM (titrated, usually from 57 µM), inactives show at the highest dose activity change, negative = inhibition, actives largely listed as inhibitors; 0.72% of 360,000 active; AID 1745845, 2022; further: potency means the concentration at half of the fitted maximal effect; on the % scale 0 is the no-effect control and ±100 the full control effect; nearly all actives have a fitted effect of over 55% in size
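qHTS (up to 57 uM final) was run with 24 h compound exposure of reporter cells at 37 °C. Each well was multiplexed: SteadyGlo luminescence measured ATXN2-luciferase expression after a fluorogenic Gly-Phe-AFC viability readout (25 uM final).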
HepG2 viability = qHTS for Inhibitors of TGF-b: Cytotox Counterscreen | 0.76% of 410,000 active | Potency, µM (titrated, usually from 46.1 µM), for inactives: at the highest dose activity change, negative = cytotoxicity, hits mostly cytotoxic | HepG2 CAGA-GFP viability, ATP luminescence, 18 h; further: potency means the concentration at half of the fitted maximal effect; some results filed as inactive show a strong effect at the top dose
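CellTiter-Glo luminescence gave cytotoxicity after 18 hours at 37 degrees C. The cells were HepG2 CAGA-GFP in 1% FBS DMEM, stimulated with 500 pg/mL TGF-beta after compound addition. %Activity was normalised to no-cell wells (complete cell-killing) and DMSO (no toxicity), and curves were fitted and classified.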
Nrf2 ARE act = qHTS of Nrf2 Activators | AREc32 ARE-luciferase reporter (MCF7-derived line), luminescence, 24 h | Potency, µM (series often up to 46.1 µM), without a hit: at the highest dose activation, actives largely listed as activators | 0.31% of 410,000 active | AID 624171, 2012; further: potency means the concentration at half of the fitted maximal effect; % of control where 0% means no effect; nearly all actives have a fitted effect of over 65% in size
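Luciferase luminescence (Steady-Glo, 30 min at room temperature) served as the read-out of ARE activation in AREc32 cells treated with compounds for 24 hr at 37 deg C.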
An asterisk follows results filed as active; i = inactive; ? = inconclusive; nt = not tested or not shown; & = joins results of further samples; [ ] = dose if it differs, or a comment. Unless noted, the call rests on the fitted dose curve; in most records, active means well fitted curve in the direction sought with a large enough effect; inconclusive means small, poorly fitted or top-dose-only effect, or another doubt; inactive means no such curve, though single readings can be large; an effect the other way counts as inactive or inconclusive.

SMILES	IL-1B inflam inh	TGFb inhibitor	A549 tox	S2 tox	MCF10A rerep	Nrf2 inh	ATXN2 expr inh	HepG2 viability	Nrf2 ARE act
CCn1c(-c2ccccc2)csc1=Nc1ccc(O)cc1	-95*	-27%	-17%	i	18%	?	45%[activator]	-26%	2.7%
COC(=O)c1ccc2c(=O)n(NC(C)=O)c(=S)[nH]c2c1	34	22%	14%	i	7%	12%	-3%	-9%	-0.8%
Cc1ccc(-n2ncc3c2CCCC3NC(=O)CSc2ccccn2)cc1C (stereo not given)	0	-22%	0%	i	20%	?	-22%	-22%	-0.4%
O=C1C2CCc3ccccc3C2N1c1ccccc1 (stereo not given)	17	6%	-2%	i	14%	-4%	6%	0%	0.4%
Cn1cccc1/C=N/NC(=O)c1cccnc1	17	-2%	1%	i	?	9%	5%	3%	-0.2%
CC1(C)N=C(c2ccc(Cl)cc2)C(=O)N1	7	-16%	4%	i	4%	-8%	5%	-3%	0.4%
COc1cccc(/C(O)=C2/C(=O)C(=O)N(CCN3CCOCC3)C2c2cccs2)c1 (stereo not given)	-2	-13%	-16%	i	-6%	-19%	-1%	-10%	-0.7%
CCCNC(=O)c1ccc(Cn2c(=S)[nH]c3c([nH]c4ccc(OC)cc43)c2=O)cc1	-9	-7%	-4%	i	-5%	2%	0%	14%	3.2%
Cc1nn(CC(=O)NCc2cccnc2)c(=O)c2ccccc12	27	-1%	-4%	i	2%[9.22 µM]	-8%	4%	-37%	-0.4%
O=C(O)CCC(=O)N1N=C(c2cccs2)CC1c1cn(-c2ccccc2)nc1-c1ccccc1 (stereo not given)	24	?	-20%	?	2%	-23%	1%	-26%	14%
COc1ccc(NC(=O)CCNC(=O)c2ccccc2Cl)cc1OC	0	4%	4%	i	?	18%	12%	-3%	0.2%
COC(=O)c1ccccc1NC(=O)c1cccs1	-6	-2%	7%	i	2%	27%	-12%	-9%	?
O=S(=O)(c1ccc(SCCOc2ccccc2Cl)nc1)N1CCCC1	?	-29%	-1%	i	?	?	-27%	-17%	0.2%
CCN(CC)c1ncnc2c1ncn2[C@H]1CN(Cc2ccccc2)C[C@@H](CO)O1	-11	14%	nt	i	nt	nt	-1%	-12%	-0.1%
CC1=C(C(=O)N2CCOCC2)C(c2cccc3ccccc23)NC(=S)N1 (stereo not given)	3	2%	0%	i	-4%	-3%	-3%	1%	0.4%
COc1cc(S(=O)(=O)N2CCN(c3ccccc3F)CC2)ccc1Cl	-9	0%	-11%	i	9%	?	-12%	-18%	0.5%
CCOc1ccc(NC(=O)CN(C)S(=O)(=O)c2ccc(-c3ccc(=O)[nH]n3)s2)cc1	15	-7%	-1%	i	-1%	12%	4%	-5%	0.2%
CCOC(=O)[C@@H]1[C@H]2COc3ccccc3[C@@H]2N2C(=O)N(c3ccccc3)C(=O)[C@@]12C	26	-4%	-9%	i	-40%[inhibitor]	-6%	1%	-2%	-0.3%
CCOC(=O)Cn1nc(NC(=O)c2ccc(C(=O)OC)cc2)cc1C	-96*	-10%	-1%	i	?	-5%	-5%	1%	-0.1%
CC(C)OC(=O)NCCOC(=O)Nc1ccc(Cl)cc1	-7	5%	2%	i	-5%	3%	nt	-9%	4.5%
CC(C)n1c(NCc2c[nH]c3ccccc23)nc2ccccc21	-82*	?	2%	i	5%	-11%	-11%	-34%	6.8%
CCSc1nc(N)nc(-c2cccs2)c1C#N	27	0%	7%	i	13%	nt	48%[activator]	-28%	?
COc1ccc(NC(=O)c2cc(-c3ccc(C)c(C)c3O)n[nH]2)cc1Cl	26	?	14%	i	18µM*	21%	-22%	-42%	6.2%
COc1ccc(N[C@@H]2CCN3C(=O)c4ccccc4[C@@H]3C[C@H]2O)cc1	45	1%	-1%	i	-3%	7%	3%	-13%	0.4%
COc1ccc(C(=O)NC(C)c2ccc(-n3ccnc3)cc2)c(OC)c1 (stereo not given)	0	7%	-2%	i	-14%	-26%	7%	7%	2.5%
COCCN(Cc1ccccc1)C(=O)c1cc(S(=O)(=O)N2CCCCCC2)ccc1OC	-11	-5%	-4%	i	16%	-10%	-2%	5%	-0.2%
CN(C)CCCNC(=O)c1cc(C(=O)c2ccccc2)c[nH]1	-19	77%[activator]	5%	i	4%	2%	1%	1%	0.1%
CCc1ccc(NC(=O)CN(c2ccc(C)cc2)S(=O)(=O)c2c(C)nn(C)c2C)cc1	nt	-17%	-3%	i	nt	-6%	4%	-28%	-0.9%
Cc1cccnc1NC(=O)Nc1ccc(Cl)cc1	0	0%	4%	i	1%	?	37%[activator]	-7%	18%
COc1ccc(OC)c(NC(=O)CS(=O)(=O)Cc2nc(-c3ccc(C)cc3)oc2C)c1	nt	-9%	-11%	nt	nt	-14%	nt	-5%	0.8%
CCOc1ccc(S(=O)(=O)NC2CCCC2)cc1	31	6%	-3%	i	-21%	-1%	-4%	-1%	-0.3%
CCn1c(N)cc(=O)[nH]c1=S	45	-6%	10%	i	-8%	4%	-7%	-4%	-0.8%
Fc1cccc(Cc2noc(CN3CCCN(C4Cc5ccccc5C4)CC3)n2)c1	-2	-13%	-10%	i	?	25%	-23%	-6%	3.4%
COc1ccccc1NC(=O)c1sc2ncn(Cc3ccccc3C)c(=O)c2c1C	30	0%	-3%	i	-8%	-8%	-21%	-1%	9.6%
COCCn1c(SCCOc2ccccc2)nc2ccccc2c1=O	-7	0%	0%	i	?	?	-20%	2%	2.1%
Cc1cccc(NC(=O)CSCC(=O)Nc2ccccc2N2CCCC2)c1	-57*	3%	10%	?	2%	-15%	-29%	-5%	2.0%
COc1cc(-c2nc(S(=O)(=O)c3ccccc3)c(N3CCOCC3)o2)cc(OC)c1OC	6	0%	25%	i	18%	0%	1%	-11%	5.1%
Cc1cc(-c2ccc(C(C)C)c(S(=O)(=O)NCCN3CCC(C)CC3)c2)on1	-12	?	1%	i	-4%	-3%	nt	-39%	-0.3%
CC(=O)c1c(C)[nH]c(C(=O)CSc2nnc(-c3ccccc3)o2)c1C	6	-30%	-14%	i	?	21µM*	0%	-30%	0.5%
CCc1cc(C(=O)c2ccccc2)c(N)s1	-9	-17%	-10%	?	-10%	5%	-10%	-29%	-0.2%[9.22 µM]
O=C1NC[C@@H](CCCCN2CCN(CCc3ccccc3)C(=O)C2=O)N(CCC2CCCCC2)C1=O	4	nt	nt	?	nt	nt	5%	nt	-1.5%
CSCCC(NS(=O)(=O)c1ccc2c(c1)oc(=O)n2C)C(=O)N1CCN(c2cc(C)ccc2C)CC1 (stereo not given)	nt	-2%	-5%	nt	nt	nt	nt	-6%	-0.3%
COc1ccc(CNC(=O)C[C@H]2C[C@H](C(=O)N3CCCCC3)[C@@]3(C)c4[nH]c5cc(CCC(=O)N(C)C)ccc5c4CCN3C2=O)cc1OC	-9	-1%	-3%	i	7%	3%	7%	-6%	3.4%
O=C(Nc1ccc(Br)cc1)C1CCCN(S(=O)(=O)c2cccnc2)C1 (stereo not given)	7	-8%	-1%	i	21%	?	?	-25%	3.5%
CN(C)S(=O)(=O)c1ccc(C(=O)Nc2nnc(-c3ccc4c(c3)CCCC4)o2)cc1	4	?	-19%	?	13%	?	-29%	-26%	-0.8%
Cc1c(Cl)cccc1NC(=O)CNC(=O)Cc1c[nH]c2ccccc12	12	-17%	1%	?	0%	-24%	-2%	-1%	3.5%
O=C(CSc1nc(-c2ccco2)cc(C(F)(F)F)n1)NC1CCCCCCC1	-2	17%	0%	i	8%	?	-23%	17%	0.2%
COc1ccc(CN2CCNC(=O)C2CC(=O)N(C)CC2CCOCC2)c(F)c1 (stereo not given)	i	-1%	-20%	i	1%	-19%	8%	9%	-0.5%
O=S(=O)(NCc1cc(-c2ccccc2)no1)c1ccccc1Cl	10	5%	0%	i	-31%	-4%	-14%	0%	1.4%
Cn1nc(C(=O)Nc2cccc(C(F)(F)F)c2)c2ccccc2c1=O	6	-2%	17%	?	1%	5%	6%	-9%	24%
COc1ccc(-n2nc3c(N4CCC(C(=O)N5CCCCCC5)CC4)nnc(C)c3c2C)cc1	-15	?	-10%	i	12%	-13%	-9%	-11%	-0.3%
NC(=O)C(c1ccccc1)C1CCCCC1 (stereo not given)	11	0%	17%	i	-2%	-5%	-13%	2%	-0.2%
Cc1cc(C(=O)OCC(=O)NCc2ccc(Cl)cc2)c(C)o1	0	-2%	1%	i	-10%	16%	-9%	-1%	0.2%
Cc1cccc(OCCNc2cc(N3CCN(CCO)CC3)ccc2[N+](=O)[O-])c1	0	1%	-7%	?	3%	10%	-18%	-43%	13%
CCN(CC)CCNC(=O)CN1C(=O)CSc2ccc(S(=O)(=O)N3CCOCC3)cc21	9	-39%&-4%	2%	i	nt	nt	nt	-1%&-11%	-1.3%&0.1%

Whole records as entered above:
Cc1c(Cl)cccc1NC(=O)CNC(=O)Cc1c[nH]c2ccccc12 as listed: IL-1B inflam inh = 12; TGFb inhibitor = -17%; A549 tox = 1%; S2 tox = ?; MCF10A rerep = 0%; Nrf2 inh = -24%; ATXN2 expr inh = -2%; HepG2 viability = -1%; Nrf2 ARE act = 3.5%
COc1ccc(-n2nc3c(N4CCC(C(=O)N5CCCCCC5)CC4)nnc(C)c3c2C)cc1 as listed: IL-1B inflam inh = -15; TGFb inhibitor = ?; A549 tox = -10%; S2 tox = i; MCF10A rerep = 12%; Nrf2 inh = -13%; ATXN2 expr inh = -9%; HepG2 viability = -11%; Nrf2 ARE act = -0.3%
